High-throughput results from PubChem BioAssay.
AmpC detergent – blocks E. coli AmpC beta-lactamase in detergent assay; 0.041% of 370,000 active; Potency, µM (series often up to 114 µM), without a hit: at the highest dose activity change, negative = inhibition, usual class: inhibitors; AmpC hydrolysis of nitrocefin, absorbance 480 nm, 0.01% Triton; P00811; AID 485294;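 further: potency means the concentration at half of the fitted maximal effect; 0% = no-compound wells and -100% = no-enzyme wells; nearly all actives have a fitted effect of over 25% in size; some results filed as inactive show a strong effect at the top dose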
Target sequence (P00811 whole entry, looked up): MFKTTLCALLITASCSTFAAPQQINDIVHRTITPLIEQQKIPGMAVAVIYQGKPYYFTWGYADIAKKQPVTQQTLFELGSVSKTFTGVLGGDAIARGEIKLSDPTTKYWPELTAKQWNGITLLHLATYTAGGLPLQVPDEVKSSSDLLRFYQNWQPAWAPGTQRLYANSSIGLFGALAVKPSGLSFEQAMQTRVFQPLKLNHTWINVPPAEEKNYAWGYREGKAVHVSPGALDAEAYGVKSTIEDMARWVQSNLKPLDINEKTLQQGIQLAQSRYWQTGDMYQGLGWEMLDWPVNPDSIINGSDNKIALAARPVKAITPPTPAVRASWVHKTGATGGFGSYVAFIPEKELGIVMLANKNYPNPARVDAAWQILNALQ
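AmpC (5.3 nM in the dispensed reagent) in 20 mM phosphate pH 7.0 with 0.01% (detergent screen) or 0.0001% Triton X-100 was preincubated with compounds for 15 min at room temperature. Nitrocefin was then added from an 800 uM solution, and hydrolysis was followed at 480 nm.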
HCV inh – blocks hepatitis C virus | 3.4% of 340,000 active | Potency, µM (series often up to 41.8 µM), for inactives: top-dose activity change, negative = inhibition, hits mostly inhibitors | Huh7.5.1 HCVcc-Cre infection, luciferase reporter, 44 h; further: potency means the concentration at half of the fitted maximal effect
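Cells seeded at 1,000/well and cultured 4 h, then compounds added followed by HCVcc-Cre virus (~0.5 moi). After 44 h further culture, luciferase substrate was added, plates held 15 min at room temperature, and luminescence read for 15 sec.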
HCMV inh – blocks human cytomegalovirus replication; HFF cells, HCMV-luciferase reporter, 72 h; hits give low values; 4.5% of 410,000 active; activity change, negative = inhibition, % at 57.5 µM; in the data active means activity change below about -60%; inconclusive means no clear call, values can overlap the other calls; inactive means above about -39%
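Inhibition of viral replication was scored as loss of reporter luminescence in HFFs infected with HCMV-luciferase (MOI 1 PFU/cell) for 72 h; compounds tested at 2 doses, normalized to buffer and Salinomycin controls.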
Sm TGR inh – inhibitors of Schistosoma mansoni thioredoxin glutathione reductase; Q962Y6; purified TGR, DTNB reduction, TNB absorbance 405 nm; Potency, µM (doses to about 114 µM), for inactives: at the top dose activity change, negative = inhibition, most hits filed as inhibitors; 3% of 360,000 active; AID 485364; further: potency means the concentration at half of the fitted maximal effect; nearly all actives have a fitted effect of over 60% in size
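First, TGR (20 nM dispensed) and NADPH were mixed with compound. Second, a 15 min room-temperature incubation followed. Third, further NADPH and then DTNB were added to start the reaction. Finally, TNB absorbance was monitored kinetically.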
Giardia FBPA inh – inhibitors of Giardia lamblia fructose-1,6-bisphosphate aldolase; purified Giardia FBPA; AID 2451; Potency, µM (doses to about 59.6 µM), for the others: at the highest dose activity, negative = inhibition, hits mostly inhibitors; A8B2U2; 0.71% of 290,000 active; further: potency means the concentration at half of the fitted maximal effect; nearly all actives have a fitted effect of over 55% in size
Target sequence (A8B2U2 whole entry, looked up): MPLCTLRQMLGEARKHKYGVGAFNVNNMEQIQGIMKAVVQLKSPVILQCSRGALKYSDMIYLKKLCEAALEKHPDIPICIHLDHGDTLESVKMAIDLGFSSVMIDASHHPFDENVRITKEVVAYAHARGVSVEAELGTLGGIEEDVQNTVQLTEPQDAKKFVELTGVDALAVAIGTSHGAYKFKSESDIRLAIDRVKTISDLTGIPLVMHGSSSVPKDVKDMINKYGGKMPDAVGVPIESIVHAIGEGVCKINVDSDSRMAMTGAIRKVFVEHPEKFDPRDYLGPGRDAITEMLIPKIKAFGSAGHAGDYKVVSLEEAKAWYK
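Giardia FBPA (40 nM reagent) was preincubated 10 min at RT with compound (up to 57.5 uM final), then substrate plus GAPDH/TPI/NAD/arsenate coupling system with diaphorase/resazurin was added; resorufin fluorescence (525/598 nm) was read after 20 min.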
AMA1 RON2 block – inhibitors of Plasmodium falciparum AMA1-RON2 interaction; AlphaScreen AMA1-biotinylated RON2 peptide binding; Potency, µM (series often up to 58.2 µM), without a hit: at the highest dose activity change, negative = inhibition, most hits filed as inhibitors; AID 720542; 0.2% of 360,000 active;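 further: potency means the concentration at half of the fitted maximal effect; 0% = vehicle wells and -100% = peptide control; nearly all actives have a fitted effect of over 45% in size; some results filed as inactive show a strong effect at the top dose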
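AMA1 (3D7) with his tag at 25 nM final met compounds first, then biotinylated RON2 peptide at 25 nM; detection used donor plus acceptor beads, 10 µg/mL apiece, read by AlphaScreen after 30 min at room temperature.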
* hit, by the source's call; ? = inconclusive; nt = not tested or not shown; & = joins results of further samples; [ ] = dose if it differs, or a comment. Unless noted, the call rests on the fitted dose curve; in most records, active means well fitted curve in the direction sought with a large enough effect; inconclusive means small, poorly fitted or top-dose-only effect, or another doubt; inactive means no such curve, though single readings can be large; an effect the other way counts as inactive or inconclusive. Unless noted, on the % scale 0 is the no-effect control and ±100 the full control effect.

molecule | HCV inh | Giardia FBPA inh | Sm TGR inh | HCMV inh | AmpC detergent | AMA1 RON2 block
COc1ccc(C(c2c(C)n(C)n(-c3ccccc3)c2=O)c2c(C)n(C)n(-c3ccccc3)c2=O)c(OC)c1OC | 21% | nt | -19% | -5 | ? | -10%
Cc1ccccc1C(=O)NC(=S)N(C)C1CCCCC1 | 1% | ? | 3% | -28 | 5% | 66%[activator]
CCOC(=O)N1CCN(S(=O)(=O)c2ccc(C(=O)Nc3nc4ccccc4s3)cc2)CC1 | -13% | -1% | 1% | -9 | 1% | 4%
COc1cc(NC(=O)NCCN2CCN(c3ccc(Cl)cc3)CC2)ccc1C | -24% | 4% | -2% | -30 | 1% | -17%
Cc1cccc(Cn2c(N3CCN(c4ccccc4)CC3)nc3c2c(=O)n(C)c(=O)n3C)c1 | 14µM* | -6% | -21% | 45 | ? | 1%
Cc1c(S(=O)(=O)NCc2ccccc2)c(=O)n(C)c(=O)n1C | 22% | 0% | -10% | 12 | 8% | 1%
CCOc1ccc(S(=O)(=O)NCCSc2ccccc2)cc1 | 8% | -7% | 4% | 44 | ? | 7%
CCCn1c2ccccc2c2nnc(SCC(=O)OC)nc21 | 2% | -2% | -8% | -38 | ? | -11%
CC(CCc1ccccc1)NC(=O)CSc1nnnn1C (configuration not stated) | 21% | 7% | -1% | 20 | ? | -7%
Cc1ccc(NC(=O)CSCC(=O)Nc2ccccc2N2CCCC2)cc1 | -9% | nt | -9% | 1 | ? | 5%
O=S(=O)(c1cc(F)ccc1F)N1CCN(C2CCCCC2)CC1 | 26% | -1% | -2% | ? | 5% | -1%
CN(C)CCn1c2c(c(SCC(=O)Nc3cccc4ccccc34)nc1=O)CCCC2 | ? | nt | 14% | -5 | -3% | -11%
Cc1ccc2oc3c(c(=O)c2c1)C(c1ccc(F)cc1)N(c1nc(C)c(C)s1)C3=O (configuration not stated) | nt | nt | -2% | -3 | 0% | nt
Cc1ccc(C(=O)Nc2cccnc2)cc1NC(=O)c1ccco1 | 2% | 0% | -4% | 3 | 0% | -6%
Cc1cccc([C@H]2[C@@H]3C=CC[C@@H](C)[C@@H]3C(=O)N2Cc2ccccc2)c1 | -24% | 12%[89.2 µM] | nt | -23 | nt | 11%
COc1ccc(C(CNC(=O)c2ccc(S(=O)(=O)Nc3ccccc3F)cc2)N(C)C)cc1 (configuration not stated) | 5% | nt | 0% | -10 | -5% | 134%[activator]
Cc1ccc(C)c(NC(=O)C(Sc2cccc[n+]2[O-])c2ccccc2)c1 (configuration not stated) | 21% | -14% | -3% | 75 | 1% | 6%
COc1ccc(C2NC(=O)NC(C)=C2C(=O)OCC2CCCCC2)cc1OC (configuration not stated) | -8% | 10% | 12% | -12 | -2% | -5%
Cc1cccn2c(=O)c(C=C(C#N)C#N)c(N3CCN(C)CC3)nc12 | 20% | -3% | -13% | 54 | -5% | 0%
COc1ccc(CSc2nncn2C)cc1[N+](=O)[O-] | 10% | -1% | 4% | -20 | -2% | 9%
Cc1cnc(-c2nnc(N(C)C(=O)c3cccnc3)s2)cn1 | 14% | 2% | -1% | 47 | ? | 0%
Cc1c(C(=O)Nc2cccc(C(F)(F)F)c2)sc2nc3n(c(=O)c12)CCCC3 | nt | nt | -36% | -16 | -2% | nt
CCCOc1cccc(C(=O)Nc2ccccc2C(=O)N2CCN(C)CC2)c1 | -9% | nt | -1% | -12 | -4% | 18%
COc1ccc(C(=O)NC(=S)NNC(=O)c2ccc(O)cc2)cc1[N+](=O)[O-] | 0% | 18% | 14% | 25 | 6% | 80%[activator]
O=C(NCCCC1CCCC1)C1CCC(=O)N(Cc2cccc(F)c2)C1 (configuration not stated) | 8% | nt | -28% | ? | 7% | 13%
COc1cccc(OCC(=O)Nc2cc(Cl)ccc2Oc2ccccc2)c1 | ? | 0% | -8% | -38 | ? | 36%[activator]
O=C(Nc1nc(-c2ccccn2)cs1)c1cc2ccccc2o1 | ? | ? | -9% | -39 | 1% | -73%
CN(C)S(=O)(=O)c1cccc(NC(=O)c2cccc(S(=O)(=O)N3CCc4ccccc43)c2)c1 | 11µM* | nt | -2% | -95* | -1% | -1%
CCNC(=S)Nc1ccc2cn[nH]c2c1 | 2% | -14% | -16% | ? | -8% | -18%
O=C(CNC(=O)c1ccccc1)OCc1cccc(Br)c1 | 0% | 1% | -1% | 20 | 2% | -11%
COc1ccc(Cl)cc1C(=O)NCC(=O)OCc1ccccc1 | -7% | nt | -3% | 3 | -1% | 19%
CCCCOc1ccc(C(=O)NCc2ccncc2)cc1 | ? | 4% | 18% | ? | -10% | -4%
CCn1c(SCC(O)c2ccccc2)nnc1-c1ccccc1 (configuration not stated) | -6% | 4% | 0% | 15 | -13% | -1%
COc1ccc2[nH]c3c(c2c1)CCN1C(=O)C(CC(=O)NCCC2=CCCCC2)C[C@H](C(=O)N(C(C)C)C(C)C)[C@@]31C (some centres not stated) | ? | nt | nt | ? | nt | ?
CCC(NC(=O)Cc1c(C)c2c(cc(C)c3c(C)c(C)oc32)oc1=O)C(=O)O (configuration not stated) | 6% | -7% | 1% | 57 | -2% | -3%
FC(F)(F)c1cnc(-c2cnc(-c3ccccn3)nc2)c(Cl)c1 | -9% | -5% | 2% | 12 | 1% | 57%[activator]
CC(=O)Nc1ccc(S(=O)(=O)N2CCN=C2SCc2ccc(C)cc2)cc1 | ? | nt | -19% | 17 | 6% | -2%
O=C1C(=O)N(CCN2CCCCC2)c2ccccc21 | 8% | ? | 2% | 1 | ? | 9%
Cc1ccc(CN2CCN(CC(=O)NCc3ccccc3)CC2)cc1 | -24% | 1% | -3% | 35 | 2% | -7%
O=C(NCCc1ccccc1)c1cccc([N+](=O)[O-])c1 | 16% | 6% | -4% | 29 | 7% | 1%
CCOc1ccc(S(=O)(=O)N2CCCC(C(=O)NCc3ccccc3)C2)cc1 (configuration not stated) | 14% | 6% | 4% | -10 | -4% | 3%
COc1ccc(CNC(=O)COC(=O)c2ccc(Br)c(S(=O)(=O)N3CCOCC3)c2)cc1 | 2% | nt | nt | -2 | nt | 1%
Cc1ccc(SCC(=O)OCC(=O)N(C)CC(=O)Nc2ccc(F)cc2)cc1C | -3% | nt | 2% | -5 | 0% | 1%
Cc1ccc(-c2cc(C(=O)Oc3ccc(C#N)cc3)no2)cc1 | nt | nt | 15% | 4 | 24% | nt
CC(CN1CCCCC1)OC(=O)c1cc2ccccc2o1 (configuration not stated) | 16% | -10% | 5% | -7 | -5% | -1%
NS(=O)(=O)c1ccc(NC(=O)c2ccc(Cl)c(S(=O)(=O)NCc3ccco3)c2)cc1 | ? | nt | ? | -20 | 1% | 1%
CCN(CC)c1nc(N)c2c(N)nc(OC)cc2c1C#N | 9% | nt | nt | 33 | nt | 46%[activator]
Cc1ccc(S(=O)(=O)CC(C)N2CCOCC2)c(S(=O)(=O)CC(C)N2CCOCC2)c1 (configuration not stated) | 4% | 1% | ? | -9 | ? | -10%
COc1ccc(S(=O)(=O)Nc2c(C)nc3nc[nH]n3c2=O)cc1 | -23% | 5% | 9% | -7&-3 | -2%&7% | 22%
Cn1c(=O)c2c([nH]c(=O)n2C)n(Cc2ccccc2)c1=O | -1% | nt | nt | 23 | nt | 29%
Cc1ccccc1NS(=O)(=O)CCCCC(Cl)(Cl)Cl | 2% | -2% | -12% | -34 | -1% | -9%
O=C(NCC(c1ccccc1)c1ccccc1)c1nn(-c2ccccc2Cl)nc1CO | nt | nt | 0% | -92* | 23% | nt
C=CCN(c1ccccc1)S(=O)(=O)c1cccc(C(=O)Nc2ncccc2O)c1 | -2% | nt | 2% | nt | 4% | 50%[activator]
Cc1cc(NC(=O)c2cc([N+](=O)[O-])cc([N+](=O)[O-])c2)no1 | -9% | 2% | -1% | -29 | -6% | 0%
CC(C)c1nc2oc3c(NCC4CCCO4)ncnc3c2c2c1COC(C)(C)C2 (configuration not stated) | ? | -6% | 1% | 61 | -12% | -5%
Cc1nnc(SCc2nnc(-c3ccccc3Br)o2)s1 | -27% | -1% | 4% | -19 | 1% | -11%
O=C(COC(=O)c1ccccn1)Nc1ccccc1Cl | 13% | -15% | 0% | 13 | -5% | 1%
CCCc1[nH]nc2c1C(c1ccc(OCCN3CCOCC3)c(OCC)c1)C(C#N)=C(N)O2 (configuration not stated) | -12%&4% | -4% | -18% | 8 | -2% | ?
COc1cc(/C=N/NC2=NS(=O)(=O)c3ccccc32)cc(OC)c1OC | ? | 7.9µM* | -2% | ? | 6% | 43%[activator]
C=CCN1C(=O)C(CC(=O)Nc2ccccc2)SC1=Nc1c(C)n(C)n(-c2ccccc2)c1=O (configuration not stated) | -8% | -1% | -6% | 18 | ? | 0%

(next part)
molecule | HCV inh | Giardia FBPA inh | Sm TGR inh | HCMV inh | AmpC detergent | AMA1 RON2 block
CC(C)(C)OC(=O)NNC(=O)c1ccc(Cl)cc1 | 15% | 1% | 1% | 57 | ? | 11%
CCS(=O)(=O)Nc1ccc(-c2ccc(NS(=O)(=O)CC)c(OC)c2)cc1OC | -29% | -11% | -5% | -22 | -3% | 39%[activator]
O=C(/C=C/c1ccc2c(c1)OCO2)NCc1cn2cc(Cl)ccc2n1 | 5% | 3% | 0% | 1 | 3% | 17%
O=C(Nc1cc(Cl)ccc1N1CCOCC1)c1cccnc1Cl | -28% | 4% | 5% | 4 | 0% | 13%

Single records, as listed above:
`CCS(=O)(=O)Nc1ccc(-c2ccc(NS(=O)(=O)CC)c(OC)c2)cc1OC` is entered as HCV inh: -29%; Giardia FBPA inh: -11%; Sm TGR inh: -5%; HCMV inh: -22; AmpC detergent: -3%; AMA1 RON2 block: 39%[activator]
`O=C(Nc1cc(Cl)ccc1N1CCOCC1)c1cccnc1Cl` is entered as HCV inh: -28%; Giardia FBPA inh: 4%; Sm TGR inh: 5%; HCMV inh: 4; AmpC detergent: 0%; AMA1 RON2 block: 13%

In the list so far, 8 contain two or more sulfur atoms.
molecule | HCV inh | Giardia FBPA inh | Sm TGR inh | HCMV inh | AmpC detergent | AMA1 RON2 block
CCOC(=O)N1CCN(S(=O)(=O)c2ccc(C(=O)Nc3nc4ccccc4s3)cc2)CC1 | -13% | -1% | 1% | -9 | 1% | 4%
CCOc1ccc(S(=O)(=O)NCCSc2ccccc2)cc1 | 8% | -7% | 4% | 44 | ? | 7%
CN(C)S(=O)(=O)c1cccc(NC(=O)c2cccc(S(=O)(=O)N3CCc4ccccc43)c2)c1 | 11µM* | nt | -2% | -95* | -1% | -1%
CC(=O)Nc1ccc(S(=O)(=O)N2CCN=C2SCc2ccc(C)cc2)cc1 | ? | nt | -19% | 17 | 6% | -2%
NS(=O)(=O)c1ccc(NC(=O)c2ccc(Cl)c(S(=O)(=O)NCc3ccco3)c2)cc1 | ? | nt | ? | -20 | 1% | 1%
Cc1ccc(S(=O)(=O)CC(C)N2CCOCC2)c(S(=O)(=O)CC(C)N2CCOCC2)c1 (configuration not stated) | 4% | 1% | ? | -9 | ? | -10%
Cc1nnc(SCc2nnc(-c3ccccc3Br)o2)s1 | -27% | -1% | 4% | -19 | 1% | -11%
CCS(=O)(=O)Nc1ccc(-c2ccc(NS(=O)(=O)CC)c(OC)c2)cc1OC | -29% | -11% | -5% | -22 | -3% | 39%[activator]
